PLCb3 inh: blocks human PLC-beta3 enzyme activity; Q01970; Purified PLC-beta3, fluorogenic substrate, fluorescence; inhibition, % at 12.2 µM; actives 0.18% (n = 370,000); AID 720704; in the data active = inhibition above about 11%;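 note: 0% = median of compound wells on plate and 100% = full blocker control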
DAX1 inh-1: inhibitors of DAX1 repression of SF-1 activated StAR promoter | inhibition, % at 6.8 µM | actives 1.1% (n = 370,000) | HEK293T StAR-luciferase reporter, SF-1/DAX-1 repression relief | AID 652010;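 active = inhibition above the mean over all tested compounds plus 3 SD, cut at about 3.6% in these data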;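 note: 0% = DAX-1 cells with DMSO and 100% = cells lacking DAX-1 with DMSO; higher inhibition means more luminescence from relief of DAX-1 repression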
DAX1 inh-2: NR0B1 (DAX1) inhibition. P51843. HEK293 Gal4-DAX1 luciferase reporter, luminescence. inhibition, % at 6.75 µM. actives 0.99% (n = 340,000). AID 504766;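 active = inhibition above the mean over all tested compounds plus 3 SD, cut at about 4.2% in these data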;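 note: 0% = DAX1-transfected cells with DMSO and 100% = empty-vector control cells with DMSO; inhibition shows as a rise in luminescence from relieved DAX1 repression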
HGIII-sPLA2 inh: Blocks human group III sPLA2 activity. Q9NZ20. QFRET BODIPY PC-A2 liposome hydrolysis, fluorescence. actives 0.56% (n = 370,000). inhibition, % at 12.2 µM;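 active = inhibition above mean plus 3 SD of compounds lying within the high and low control bounds, cut at about 19% in these data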;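 note: 0% = median of test compound wells and 100% = no enzyme DMSO wells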
GAA850 FXN act: activators of GAA850 frataxin (FXN) promoter | actives 0.56% (n = 360,000) | AID 540364 | HEK293 lucGAA850 FXN promoter luciferase reporter, 24 h; percent of 10 µM SAHA response | activation, % at 6 µM;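 active = activation above the average of all compounds screened plus 3 SD, cutoff fixed separately per campaign, cut at about 7.5% in these data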;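 note: 0% = DMSO wells and 100% = 10 µM SAHA wells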
PLCg1 inh: inhibitors of human phospholipase C gamma1. purified PLC-gamma1, fluorogenic substrate, fluorescence. inhibition, % at 12.2 µM. actives 0.84% (n = 370,000). AID 720700; in the data active = inhibition above about 9.5%
Target sequence (P19174 whole entry, looked up): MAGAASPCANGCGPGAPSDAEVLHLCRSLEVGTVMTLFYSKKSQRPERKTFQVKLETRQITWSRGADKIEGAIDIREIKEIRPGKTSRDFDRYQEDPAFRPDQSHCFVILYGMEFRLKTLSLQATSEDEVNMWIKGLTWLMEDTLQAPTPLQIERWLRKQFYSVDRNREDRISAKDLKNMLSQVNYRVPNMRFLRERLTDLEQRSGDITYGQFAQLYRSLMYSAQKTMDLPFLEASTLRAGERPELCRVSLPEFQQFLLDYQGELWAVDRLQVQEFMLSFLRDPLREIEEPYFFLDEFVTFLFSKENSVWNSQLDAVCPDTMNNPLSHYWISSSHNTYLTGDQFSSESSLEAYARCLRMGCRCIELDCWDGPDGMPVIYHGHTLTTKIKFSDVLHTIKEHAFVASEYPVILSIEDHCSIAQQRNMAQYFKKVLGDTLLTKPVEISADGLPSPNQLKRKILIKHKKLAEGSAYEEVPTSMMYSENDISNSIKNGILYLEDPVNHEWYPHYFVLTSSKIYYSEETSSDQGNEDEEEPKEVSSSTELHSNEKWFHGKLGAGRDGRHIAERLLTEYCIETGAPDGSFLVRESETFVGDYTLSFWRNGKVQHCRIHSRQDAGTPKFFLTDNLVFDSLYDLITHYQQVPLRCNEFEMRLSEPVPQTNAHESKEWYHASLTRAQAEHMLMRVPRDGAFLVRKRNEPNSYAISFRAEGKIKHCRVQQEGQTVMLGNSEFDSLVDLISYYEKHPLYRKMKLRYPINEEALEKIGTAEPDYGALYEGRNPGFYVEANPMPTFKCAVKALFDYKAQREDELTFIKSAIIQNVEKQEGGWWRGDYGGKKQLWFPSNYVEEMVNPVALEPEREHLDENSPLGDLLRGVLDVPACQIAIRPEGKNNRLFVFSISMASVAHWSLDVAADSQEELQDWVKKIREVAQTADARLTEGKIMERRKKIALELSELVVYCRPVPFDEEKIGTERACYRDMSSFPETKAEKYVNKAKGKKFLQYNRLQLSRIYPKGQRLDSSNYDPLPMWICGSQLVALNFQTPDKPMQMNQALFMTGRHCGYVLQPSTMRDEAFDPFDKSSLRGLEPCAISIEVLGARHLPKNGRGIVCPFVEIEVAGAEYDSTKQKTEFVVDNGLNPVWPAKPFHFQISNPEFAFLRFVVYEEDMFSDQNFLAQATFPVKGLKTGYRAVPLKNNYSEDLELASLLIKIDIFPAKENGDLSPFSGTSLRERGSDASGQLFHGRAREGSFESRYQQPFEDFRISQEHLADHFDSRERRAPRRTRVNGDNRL
hcDAF-12 act: H. contortus DAF-12 activation, primary screen. HEK293 hcDAF-12 lit1-tk-luc reporter, luminescence; 0% DMSO, 100% Δ7-dafachronic acid. activation, % at 6.8 µM. actives 1.4% (n = 370,000);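 active = activation above the mean of all tested compounds plus 3 SD, cut at about 5.5% in these data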;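 note: 100% = response to 3 µM Δ7-dafachronic acid high control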
ssDAF-12 act: activates DAF-12 receptor from parasite S. stercoralis. HEK293 ssDAF-12/GRIP1 lit1-tk-luc reporter, luminescence; % of 3 µM dafachronic acid response. activation, % at 6.8 µM. actives 1% (n = 370,000);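 active = activation above the mean over all tested compounds plus 3 SD, cut at about 0.9% in these data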;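 note: 0% = DMSO-only wells and 100% = 3 µM delta7-dafachronic acid wells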
ADAM17 inh: ADAM17 inhibition, QFRET primary screen. actives 0.83% (n = 370,000). inhibition, % at 6.95 µM. AID 720648. P78536. recombinant ADAM17, EDANS/DABCYL FRET peptide cleavage;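 active = inhibition above the mean of compounds lying between control limits plus 3 SD, set per campaign, cut at about 8.5% in these data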;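 note: 0% = DMSO-only wells as the low control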
hgDAF12 agonist: activates the H. glycines DAF-12 receptor ligand-binding domain; actives 1.8% (n = 370,000); activation, % at 6.8 µM; HEK293 GAL4-hgDAF12 UAS-luciferase reporter, agonist luminescence; normalized to butyrate control; AID 687014;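 active = activation above a cutoff set at the mean of all screened compounds plus 3 SD, cut at about 10% in these data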;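 note: 0% = DMSO wells and 100% = sodium butyrate wells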
ADAM10 inh: inhibitors of human ADAM10 | O14672 | recombinant ADAM10, EDANS/DABCYL FRET peptide cleavage, 3 h | inhibition, % at 7 µM | actives 0.62% (n = 370,000) | AID 720582;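 active = inhibition above a per-campaign cutoff equal to the mean of compounds falling between control-based bounds plus 3 SD, cut at about 20% in these data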;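 note: 0% = DMSO wells while the 100% control is not disclosed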
Numbers without * were called inactive; / = no result given.

Letters – A = PLCb3 inh; B = DAX1 inh-1; C = DAX1 inh-2; D = HGIII-sPLA2 inh; E = GAA850 FXN act; F = PLCg1 inh; G = hcDAF-12 act; H = ssDAF-12 act; I = ADAM17 inh; J = hgDAF12 agonist; K = ADAM10 inh
> COC(=O)[C@H]1C[C@@H]1[C@H](NC(=O)c1cc(C)on1)c1ccccc1
  A: 0	B: -0.2	C: 2.0	D: 7	E: 0.5	F: 1	G: 0.8	H: -1.3	I: -1	J: -2.0	K: 0
> O=C(NCc1cccc(C(F)(F)F)c1)c1ccc2nc([C@@H]3O[C@H](CO)[C@@H](O)[C@H]3O)[nH]c2c1
  A: 0	B: -0.1	C: /	D: -6	E: 1.7	F: -1	G: -1.5	H: -1.4	I: -4	J: 2.6	K: -4
> CCOC(=O)CC(=O)CSc1nc2c(sc(=S)n2-c2ccc(C)c(C)c2)c(=O)[nH]1
  A: -5	B: -0.1	C: 0.9	D: -42	E: 0.8	F: -4	G: -2.0	H: -1.5	I: 2	J: -2.8	K: 0
> CC1CC1C(=O)OCC(=O)NCc1ccc(Cl)cc1Cl (configuration not stated)
  A: 1	B: -0.6	C: 0.7	D: 8	E: 0.9	F: -2	G: -1.0	H: -1.7	I: 1	J: -2.5	K: -3
> Cn1cnnc1SCc1ccc(F)c2ccccc12
  A: 5	B: 0.7	C: -0.1	D: 0	E: 0.7	F: 4	G: -0.1	H: -1.1	I: -1	J: 2.1	K: 1
> COc1ccccc1C(=O)N/N=C1/NC(=O)CC(C(=O)Nc2ccccc2)S1 (configuration not stated)
  A: -8	B: -0.2	C: 1.1	D: -3	E: 2.1	F: -3	G: 3.4	H: -1.0	I: -1	J: -0.1	K: 4
> COc1ccc(C)cc1NC(=O)C1CCN(C(=O)Cc2ccccc2)CC1
  A: -7	B: -0.6	C: 0.4	D: 3	E: 1.9	F: 1	G: -0.6	H: -2.0	I: -9	J: -3.3	K: -7
> COc1ccc(OC)c(-c2nn(-c3ccccc3)cc2C(=O)NCC(c2cccs2)N2CCOCC2)c1 (configuration not stated)
  A: -8	B: 0.1	C: -0.9	D: -11	E: -0.6	F: 1	G: -1.0	H: -0.5	I: -7	J: -2.2	K: 0
> CN1CCC(OC(=O)c2ccc(Br)cc2)CC1
  A: 1	B: -0.7	C: 0.0	D: -1	E: 0.7	F: 2	G: 1.6	H: -1.5	I: -1	J: -1.1	K: -10
> COc1ccc(C(=O)n2c(N)nc3ccccc32)cc1OC
  A: -6	B: 1.1	C: 3.8	D: 1	E: 1.6	F: 3	G: 0.6	H: 0.2	I: 6	J: 9.8	K: 6
> Cc1cc(=O)oc2cc3oc(=O)cc(C)c3cc12
  A: -5	B: -0.8	C: 0.8	D: 0	E: 0.4	F: -1	G: -1.4	H: -0.9	I: -7	J: 0.6	K: -13
> CN(C)c1cccc(CNC(=O)c2csc([C@H]3C[C@H](O)[C@@H](CO)O3)n2)c1
  A: -2	B: -0.9	C: /	D: 16	E: -0.6	F: 1	G: -2.1	H: -1.4	I: -4	J: -2.5	K: -14
> CCOc1ccc(NC(=O)CN(C)C(=O)c2cccc3ccccc23)cc1OCC
  A: 0	B: -1.5	C: 0.5	D: -1	E: 0.6	F: -2	G: -0.8	H: -1.1	I: 2	J: 0.8	K: -5
> CCN(CC)CCNc1nc2c(c(=O)[nH]c(=O)n2C)n1CCCc1ccccc1
  A: -2	B: -0.6	C: 0.3	D: -3	E: -0.6	F: 1	G: -0.1	H: -1.0	I: 0	J: -0.5	K: -4
> CC(C)=C(NC(=O)c1ccccc1)C(=O)N/N=C(\C)c1ccccc1O
  A: 2	B: 0.1	C: 0.9	D: 5	E: 3.0	F: 3	G: 2.5	H: -1.0	I: 1	J: 0.5	K: -2
> Cc1ccc(C(=O)c2ccccc2C(=O)O)s1
  A: 0	B: -0.1	C: -0.5	D: 1	E: -1.1	F: 1	G: -1.2	H: -1.2	I: -2	J: 0.0	K: 3
> CCOC(=O)C1CCCN(CCC(=O)Nc2ccc(Br)c(C)c2)C1 (configuration not stated)
  A: 0	B: -0.4	C: -0.6	D: -9	E: 0.3	F: 1	G: -1.0	H: -1.1	I: 2	J: 2.7	K: 2
> O=C(NCC1CCCO1)c1ccccc1NC(=O)c1cccc2ccccc12 (configuration not stated)
  A: 0	B: -1.1	C: -0.8	D: -10	E: -1.6	F: 3	G: -0.7	H: -1.2	I: -2	J: -3.0	K: -2
> CCC(C)C(=O)OC1CCC=C2C=CC(C)C(CCC3CC(O)CC(=O)O3)C21 (configuration not stated)
  A: -5	B: 1.1	C: 1.6	D: -3	E: -2.2	F: -1	G: 2.0	H: -1.4	I: -7	J: 5.4	K: -17
> O=C(CSc1nnnn1-c1cccc(O)c1)NC1CC1
  A: -7	B: 0.8	C: -0.5	D: 8	E: 0.6	F: 4	G: 2.7	H: 0.1	I: -4	J: 3.1	K: 0
> COC(=O)c1ccc(CNC(=O)c2ccc3c(c2)OCCO3)cc1
  A: -9	B: -0.2	C: 0.7	D: -2	E: 2.3	F: -5	G: 2.0	H: -1.0	I: 1	J: 1.2	K: -4
> CC(C)(C)S(=O)N1Cc2ccc(CO)cc2[C@@H]1CCO (some centres not stated)
  A: -1	B: 1.2	C: -1.0	D: 9	E: -0.3	F: 2	G: -0.5	H: -1.1	I: 3	J: 0.8	K: 7
> COc1cccc(-c2ncc3ccccn23)c1
  A: -38	B: 1.0	C: 1.6	D: 4	E: 4.6	F: -30	G: 4.2	H: 0.2	I: -8	J: 7.6	K: -41
> CCC(=O)N1Cc2cc(C(=O)N(C)C)nc(-c3cccc(-c4cncnc4)c3)c2[C@@H]1CCO
  A: 2	B: 1.1	C: /	D: 6	E: /	F: 4	G: -1.9	H: -0.9	I: 1	J: -1.4	K: 3
> CNS(=O)(=O)c1cccc(C(=O)OCC(=O)c2ccc3c(c2)OCCO3)c1
  A: -9	B: -1.3	C: -3.3	D: -1	E: 1.2	F: -2	G: -0.1	H: -1.0	I: -5	J: -2.1	K: -5
> O=C(Cc1ccccc1Cl)c1ccccc1
  A: -6	B: -0.4	C: -2.1	D: -30	E: 0.0	F: 2	G: -0.8	H: -1.2	I: 2	J: 1.4	K: 1
> CCN(C(=O)COC(=O)C1CCC(C(C)(C)C)CC1)c1c(N)n(Cc2ccccc2)c(=O)[nH]c1=O (configuration not stated)
  A: -1	B: -0.8	C: 0.2	D: -4	E: 0.8	F: 0	G: 2.5	H: -1.1	I: 0	J: -0.6	K: 3
> CCN(Cc1ccccc1)S(=O)(=O)c1cc(C(=O)OC)n(C)c1
  A: -1	B: -1.4	C: 0.4	D: 1	E: -3.2	F: -3	G: -1.6	H: -1.1	I: -1	J: -2.6	K: -12
> NC(=O)C1CCN(C(=O)CSc2nc3ccccc3[nH]2)CC1
  A: 2	B: -0.7	C: -0.1	D: 1	E: 1.7	F: 1	G: -0.9	H: -1.5	I: -2	J: -2.7	K: -1
> Cc1ccc(/C=C/c2onc(C)c2S(=O)(=O)N2CCC(C(=O)N3CCCCC3)CC2)cc1
  A: 2	B: 0.8	C: 2.6	D: -5	E: -0.2	F: -2	G: 1.4	H: -1.3	I: 1	J: 3.7	K: 1
> COc1ccc(S(=O)(=O)N2CCCN(S(=O)(=O)c3ccc(OC)cc3C)CC2)c(C)c1
  A: 3	B: -0.2	C: -0.5	D: -4	E: -0.9	F: -1	G: -0.4	H: -0.5	I: 0	J: -1.8	K: -1
> Cc1cc(Sc2ccc([N+](=O)[O-])cn2)ccc1Br
  A: 3	B: -0.5	C: 1.4	D: 4	E: 3.0	F: 4	G: -1.9	H: -1.0	I: -2	J: -1.7	K: 0
> O=C(CN1C(=O)/C(=C/c2cccc(Br)c2)SC1=S)N1CCCC1
  A: 2	B: 0.1	C: 1.5	D: 1	E: 1.3	F: 4	G: 1.7	H: -1.3	I: -1	J: -0.1	K: -5
> Cc1ccc(COC(=O)Cc2coc3cc(O)ccc23)cc1
  A: -35	B: -0.7	C: -1.0	D: -29	E: 0.2	F: -22	G: -1.5	H: -0.9	I: -15	J: -0.3	K: -36
> Cc1ccc(NC(=O)Cc2cccc(OC(F)(F)F)c2)c(S(=O)(=O)N2CCOCC2)c1
  A: 1	B: -0.3	C: /	D: 1	E: /	F: -2	G: 0.3	H: -1.6	I: 0	J: 2.6	K: 0
> CN(CCc1cn[nH]c1)Cc1nc(Cc2ccccc2)no1
  A: 1	B: 0.2	C: -1.2	D: -2	E: 0.6	F: 2	G: -0.8	H: -0.8	I: 0	J: 1.4	K: 1
> CCOc1ccc(Cl)cc1-c1cc(C(=O)Nc2ccc(Br)cc2)[nH]n1
  A: 4	B: -1.6	C: /	D: -7	E: 1.1	F: -1	G: -1.5	H: -0.9	I: 0	J: 0.6	K: -2
> O=C1CCCC2=C1C(c1ccco1)Nc1ccc(C(=O)c3ccccc3)cc1N2 (configuration not stated)
  A: -46	B: -0.5	C: 1.4	D: -5	E: -1.1	F: -39	G: -2.2	H: -1.8	I: -1	J: 1.6	K: 7
> Cc1ccc(C(=O)Nc2nc3ccccc3[nH]2)cc1
  A: -10	B: -0.5	C: -5.2	D: 11	E: -10	F: -3	G: 0.5	H: -0.7	I: -4	J: -3.6	K: -5
> CS(=O)(=O)c1ccc(C(=O)Nc2ccc(N3CCCC3)cc2)c(Cl)c1
  A: 2	B: 0.0	C: 0.5	D: 7	E: 1.0	F: 2	G: -1.0	H: -1.6	I: 2	J: 3.0	K: -2
> Cc1ccc2c(c1)C(CCN)C(=O)N2Cc1ccccc1 (configuration not stated)
  A: -3	B: 1.9	C: 1.3	D: -13	E: 0.3	F: -1	G: 0.3	H: -0.8	I: -1	J: 1.7	K: 0
> O=C(CSc1ccc(F)cc1)Nc1ccc(N2CCOCC2)c(Cl)c1
  A: -13	B: -3.0	C: 0.2	D: -1	E: 3.4	F: 0	G: 2.5	H: -1.5	I: -1	J: 4.1	K: -3
> COc1cc(CO)ccc1OCC(=O)N1CCc2ccccc21
  A: -2	B: -2.3	C: 0.8	D: 7	E: 4.3	F: 3	G: -0.2	H: -0.3	I: 1	J: -0.3	K: -2
> COc1ccc(OCC(=O)Nc2ccc3c(c2)nc(CCN2CCCCC2)n3C)cc1
  A: -4	B: 0.8	C: 0.4	D: 1	E: 1.4	F: 2	G: -0.6	H: -0.9	I: -12	J: -3.0	K: -25
> Cc1ccc(NC2CCCN(C(=O)c3cccs3)C2)cc1C (configuration not stated)
  A: -8	B: -0.2	C: 0.0	D: 4	E: 2.1	F: 0	G: 0.2	H: -1.2	I: -4	J: 1.1	K: 0
> Cc1cc(C)cc(Oc2ccccc2C=O)c1
  A: 3	B: -0.2	C: 0.1	D: -2	E: 4.0	F: 0	G: 0.9	H: -1.0	I: 0	J: 0.5	K: 4

Exported with values under each structure: part of the list above
Order of results – PLCb3 inh | DAX1 inh-1 | DAX1 inh-2 | HGIII-sPLA2 inh | GAA850 FXN act | PLCg1 inh | hcDAF-12 act | ssDAF-12 act | ADAM17 inh | hgDAF12 agonist | ADAM10 inh
- COc1cc(CO)ccc1OCC(=O)N1CCc2ccccc21
    -2 | -2.3 | 0.8 | 7 | 4.3 | 3 | -0.2 | -0.3 | 1 | -0.3 | -2
- COc1ccc(OCC(=O)Nc2ccc3c(c2)nc(CCN2CCCCC2)n3C)cc1
    -4 | 0.8 | 0.4 | 1 | 1.4 | 2 | -0.6 | -0.9 | -12 | -3.0 | -25

Screening data (PubChem)
